# aSyn yeast rescue: rescues yeast growth from alpha-synuclein toxicity | S. cerevisiae alpha-synuclein toxicity rescue, BacTiter-Glo growth, 24 h | Potency, µM (titrated, usually from 46.1 µM), without a hit: at the top dose growth rescue (activation), most hits filed as activators | 94,000 tested, 0.02% active | AID 1347070; active = well fitted activation curve with a large enough effect; also: 0% is about no effect
#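 Growth restoration measured by BacTiter-Glo luminescence after 24 hr at 30 deg C; alpha-synuclein yeast, raffinose-pregrown to mid-log, were added at OD600=0.02 in galactose medium onto pinned compounds.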
# Numbers without * were called inactive; & = joins results of further samples; [ ] = another dose, or the depositor's remark. Potency is read from the fitted curve at half-maximal effect.
no. | compound | aSyn yeast rescue
1 | CC(C)n1nccc1NC(=O)Nc1ccccc1 | -10%
2 | CC(C)N(Cc1ccccc1)C(=O)Cn1ncc2c3ccccc3n(Cc3ccccc3)c2c1=O | 11%
3 | O=C(N/N=C/c1ccc(Cl)cc1)C1CC12CCC2 (stereo not given) | -11%
4 | Cc1c(Cl)cccc1NC(=O)CSc1nc2ncccc2o1 | 17%
5 | COc1ccc(C(=O)n2nc(-c3ccco3)nc2NCc2cccs2)cc1OC | 1%
6 | CCCN1C(=O)c2cc(C(=O)O)ccc2C1O (stereo not given) | 5%
7 | CCS(=O)(=O)Nc1cccc(C2=NN(S(=O)(=O)c3ccc(F)cc3)C(c3cccs3)C2)c1 (stereo not given) | 3%
8 | COc1cccc2sc(N3CCN(C(=O)CS(=O)(=O)c4ccc(Cl)cc4)CC3)nc12 | 22%
9 | CCOc1ccccc1CNc1ccc2cc(S(=O)(=O)N3CCC(C)CC3)ccc2n1 | 5%
10 | Cc1nc2sc(C(c3ccco3)N3CCN(c4ccc(F)cc4)CC3)c(O)n2n1 (stereo not given) | 2%
11 | COc1ccc(C(=S)N2CCN(c3ccccc3Cl)CC2)cc1OC | -14%
12 | CC(C)NS(=O)(=O)c1ccc2nc(NC(=O)c3cncc(Br)c3)sc2c1 | 7%
13 | COc1cccc(-c2ccc3nnc(SCC(=O)N4CCCC4)n3n2)c1 | -7%
14 | CCC(=O)N1CCc2cc(S(=O)(=O)CCC(=O)Nc3cc(Cl)ccc3OC)ccc21 | 3%
15 | CC(C)n1c(CSCc2ccc(Cl)cc2Cl)n[nH]c1=S | 10%
16 | CC1=C(c2ccc(F)cc2)[N+](=O)C(C)(C)N1[O-] | 1%
17 | CC1CCN(C(=O)COc2cccc3c2CCN(C)C3=O)CC1 | 11%
18 | CC(C)=NOc1nc(NC(=O)NS(=O)(=O)c2ccccc2Cl)nc(N(C)C)n1 | -7%
19 | Cc1cc(C)c2c(-n3cccc3)c(C(=O)NCCCN3CCCCC3)sc2n1 | 4%
20 | O=S(=O)(c1ccc(N2CCOCC2)c(Cl)c1)N1CCOCC1 | 3%
21 | CCOc1ccc(N(C(=O)/C=C/C(=O)Nc2cc(C)on2)C(C(=O)NC2CCCC2)c2ccccc2C)cc1 (stereo not given) | 3%
22 | Cc1nn(CC(=O)N2CCN(c3ccccc3)CC2)c(=O)c2cccn12 | 7%&-3%
23 | COc1ccc(-c2nc(CSCC(=O)N3CCN(c4ccccc4)CC3)c(C)o2)cc1 | 5%
24 | CCN(CC)c1ccc2cc(-c3nc(-c4ccccc4)no3)c(=O)oc2c1 | -2%
25 | CN1CCN(c2ccc(NC(=O)COc3cccc4ccccc34)cc2)CC1 | -6%
26 | CCc1cnc2c(c1SCC(=O)c1ccc(OC)cc1)c(=O)n(C)c(=O)n2C | -13%
27 | CC(C)CN1C(=O)C(=Nc2cccnc2)c2ccccc21 | -1%
28 | CCCCCCn1c(=O)n2n(c1=O)[C@@H]1CN(S(=O)(=O)c3ccc(C)cc3)C[C@]1(O)[C@@H](OC(=O)NC1CC1)C2 | -1%
29 | CCc1cccc(C)c1NC(=O)C(C)Sc1nc2c(c(=O)[nH]1)CCCC2 (stereo not given) | -6%
30 | CCOc1cc(C(=O)Nc2ccc(-c3nnc4n3CCCCC4)cc2)cc(OCC)c1OCC | 2%
31 | Cc1ccc(CSC2=Nc3ccccc3C3=NC(CC(=O)NC4CCCCC4)C(=O)N23)c(C)c1 (stereo not given) | -18%
32 | COc1ccc(NC(=O)c2nnn(Cc3nc(-c4cc(OC)c(OC)c(OC)c4)oc3C)c2C)cc1Cl | -14%
33 | Cc1noc(C)c1COC(=O)COc1ccc(-c2ccccc2)cc1 | 16%
34 | Cc1ccc(C(C)C)c(OC(C)C(=O)NCC2(N(C)C)CCCCC2)c1 (stereo not given) | 4%
35 | CC(C)c1ccc(OCC(=O)Nc2c(C(=O)c3ccc(F)cc3)oc3ccccc23)cc1 | 0%
36 | NC(=O)CCN1CCN(S(=O)(=O)/C=C/c2ccccc2)CC1 | -3%
37 | S=c1[nH]nc(NC2CCCCC2)s1 | -13%
38 | O=C(NCCCN1CCN(c2ccccc2F)CC1)C1COc2ccccc2C1 (stereo not given) | 6%
39 | N/C(=N/S(=O)(=O)c1ccccc1)c1cccc([N+](=O)[O-])c1 | 0%
40 | O=C1CCC(C(=O)N(CCO)Cc2ccccc2)CN1CCc1cccc(F)c1 (stereo not given) | 2%
41 | CCOC(=O)c1c(C)[nH]c(C(=O)OC(C)C(=O)NC2(C#N)CCCCC2)c1C (stereo not given) | 5%
42 | COC(=O)C1(C(=O)OC)C2C(=O)C3C(C21)C3(C(=O)OC(C)(C)C)C(=O)OC(C)(C)C (stereo not given) | -2%
43 | CCCCCC(=O)N1C[C@H](n2cc(-c3ccc(F)cc3)nn2)[C@@H](O)C[C@@H]1c1ccc(C)cc1 | 6%
44 | COc1ccc(CC(=O)NCC(c2cccs2)S(=O)(=O)c2ccc(F)cc2)cc1 (stereo not given) | 6%
45 | C/C=C/CSc1nc2c(c(=O)[nH]c(=O)n2C)n1Cc1ccc(C)cc1 | 0%
46 | COc1ccc(CN(C)c2ccc(-c3nc(C)no3)cc2[N+](=O)[O-])cc1 | 4%
47 | COc1ccc(N2CSC3=C(C#N)C(c4cc(OC)ccc4OC)CC(=O)N3C2)c(OC)c1 (stereo not given) | -2%
48 | CC(=O)NS(=O)(=O)c1ccc(Nc2ccc([N+](=O)[O-])c3nonc23)cc1 | -12%
49 | COc1cc(CN(C(=O)COc2ccc(Br)cc2)c2ccccn2)cc(OC)c1OC | 6%
50 | O=C(Nc1ccc(F)c(Cl)c1)C1CCN(C(=O)c2ccc(F)cc2)CC1 | 0%
51 | Cc1ccccc1OCC(=O)Nc1sc2c(c1C(=O)OC(C)C)CCCC2 | 3%
52 | CCCN1CCN(CC2=C(C(=O)OCC)C(c3ccc(Cl)cc3)NC(=O)N2)CC1 (stereo not given) | -6%
53 | CCOC(=O)c1c(C)[nH]c(CCC(=O)Nc2cc(C)cc(C)c2)c1C | -9%
54 | Cc1ccc(C)c(Nc2nc3c(S(=O)(=O)c4ccc(C(C)C)cc4)nnn3c3ccsc23)c1 | -2%
55 | CCc1ccc(NS(=O)(=O)c2ccc3[nH]cc(C(=O)N4CCCCCC4)c(=O)c3c2)cc1 | 8%
56 | CCc1ccc(C(=O)NNC(=S)Nc2ccc(S(N)(=O)=O)cc2)s1 | -3%

# The list goes on.
no. | compound | aSyn yeast rescue
57 | CCOC(=O)C1(Cc2cccc(OC)c2)CCN(Cc2cnc(SC)nc2)CC1 | -15%
58 | COc1ccc(Cl)cc1NC(=O)CN1C(=O)NC2(CCCC2)C1=O | -9%
59 | COC(=O)c1ccc(NC(=O)CN2CCC(NC(=O)c3ccccc3F)CC2)cc1 | -12%
60 | COc1ccc(N(C)C(=O)CCn2cnc3onc(-c4ccc(F)cc4)c3c2=O)c(OC)c1 | -3%
61 | COc1cc(NC(=O)c2nc(-c3ccc(Cl)cc3)n3c2CCCCC3)cc(OC)c1OC | 5%
62 | CCCCN1CCc2nc(N3CCN(C)CC3)ncc2C1 | 3%
63 | COCCCNC(=O)CSc1nc(-c2ccccc2)[nH]c1-c1ccc(C)cc1 | -3%
64 | CC1CCN(S(=O)(=O)c2ccc3c(ccc(=O)n3CC(=O)Nc3cccc(F)c3)c2)CC1 | -10%
65 | COc1ccc(CNC(=O)c2cc3c(=O)n(Cc4ccc(OC)cc4)ccc3nc2C)cc1 | 4%
66 | COc1cccc(NC(=O)C2CCN(S(=O)(=O)c3cccc4nonc34)CC2)c1 | -4%
67 | O=C(COc1ccccc1Cl)NCCCNC(=O)c1cnccn1 | 1%
68 | O=C(c1ccccc1)c1ccccc1NC(=O)c1ccccc1C(=O)O | -3%
69 | CCc1nnc(SCc2cccc(Cl)c2)c2cc3sccc3n12 | -23%
70 | CCCCN(Cc1cc2ccccc2[nH]c1=O)S(=O)(=O)c1ccc(C)cc1 | 6%
71 | CC1CC(C)CN(CCCNC(=O)Cn2ncc3c(=O)oc4ccccc4c32)C1 (stereo not given) | -5%
72 | Cc1ccc2[nH]c(CSc3nnc(NC(=O)c4ccc(Cl)cc4)s3)cc(=O)c2c1 | -6%

# (cont.)
no. | SMILES | aSyn yeast rescue
73 | CCN(CC(=O)Nc1ccc(NC(C)=O)cc1)C(=O)Cc1ccccc1F | 1%
74 | Cc1cccc(N2CCN(C(=O)CS(=O)(=O)Cc3nc(-c4ccccc4F)oc3C)CC2C)c1 (stereo not given) | 0%
75 | Cc1ccc(OCCC(=O)OC(C)C(=O)NC2CC2)cc1 (stereo not given) | -12%
76 | Cc1ccc(CN2CCSc3ccc(C(=O)NCC(C)c4ccccc4)cc32)cc1 (stereo not given) | -6%
77 | CCn1c(=NC(=O)C2COc3ccccc3O2)sc2c(OC)ccc(OC)c21 (stereo not given) | 9%
78 | C[C@@H]1CN([C@H](C)CO)C(=O)c2cc(Br)cnc2O[C@@H]1CN(C)C(=O)CC1CC1 | 11%
79 | COc1ccccc1CCNC(=O)C(=O)NCC(c1ccco1)S(=O)(=O)c1ccc(F)cc1 (stereo not given) | 3%
80 | CC(c1nnc(SCC(=O)Nc2cc([N+](=O)[O-])ccc2F)n1Cc1ccccc1)N(C)C (stereo not given) | 1%
81 | O=C1NC(=O)C2(N1)C(=O)c1cccc3cccc2c13 (stereo not given) | -8%
82 | O=C(COC(=O)c1ccccc1-n1cnnn1)c1ccccc1 | 1%
83 | Cc1cccn2cc(CCNS(=O)(=O)c3cccs3)nc12 | -3%
84 | Cc1cccc(CN2C(=O)c3ccccc3Sc3ccc(C(=O)NCCc4ccccc4)cc32)c1 | -7%
85 | C[C@H]1CN([C@@H](C)CO)C(=O)CCCn2cc(nn2)CO[C@@H]1CN(C)C(=O)c1ccncc1 | -7%
86 | O=C(NCc1ccccc1Cl)c1ccc(CSc2nc3ccncc3[nH]2)cc1 | 0%
87 | CC(C)N(CC#CCC(O)(c1ccccc1)c1ccccc1)CCO | -14%
88 | Nc1cc(=O)[nH]c(SCC(=O)Nc2ccccc2Sc2ccc(Cl)cc2)n1 | 2%
89 | COc1ccc(Cn2c(SCC(=O)NCc3ccccc3)nc3ccccc32)cc1 | -2%
90 | CCCn1c(C(C)C)n[nH]c1=S | -5%
91 | O=C(NCc1ccccn1)c1nn(-c2ccccc2F)nc1CO | 3%
92 | CCOc1ccc(-c2nnc(SCC(=O)Oc3ccccc3)o2)cc1 | -28%
93 | COc1ccc(CCNC(=O)c2cc(-c3ccc(Cl)cc3)on2)cc1OC | -4%
94 | Cc1ccc(CNc2nc(C)cs2)cc1 | -46%[inhibitor]
95 | O=C(CSc1nccn1Cc1ccc(Cl)cc1)Nc1ccc2c(c1)OCCO2 | 11%
96 | CC(C)(C)c1cc(N)n(-c2ccc(C(=O)O)cc2)n1 | 9%
97 | CCCCOc1ccc(CNC(=O)c2ccc3c(c2)N(C)C(=O)C2CCCCN32)cc1 (stereo not given) | -7%
98 | Cc1cc(=O)n2c(C(=O)Nc3ccc(Br)cc3)c(C(=O)Nc3ccccc3)sc2n1 | 3%
99 | CC(=O)c1cccc(NC(=O)c2ccc3c(Cl)c4c(nc3c2)CCCC4)c1 | -4%
100 | CCNc1nc(NC(C)CC)nc(Oc2ccc(OCC)nn2)n1 (stereo not given) | -8%
101 | O=C(NCC(c1cccnc1)N1CCOCC1)C(=O)Nc1ccc(F)cc1 (stereo not given) | -4%
102 | COc1ccc(OCCOC(=O)CNC(=O)c2ccc(Cl)cc2Cl)cc1 | -7%
103 | CCC(=NNS(=O)(=O)c1ccc(C)cc1)c1ccccc1 | -5%
104 | CNC(=O)C1CCC(Cn2c(=O)c3sccc3n(CC(=O)N3CCCC3)c2=O)CC1 (stereo not given) | -1%
105 | CCOc1ccc(CC(=O)Nc2cccc(-c3nc4cccnc4s3)c2C)cc1 | -4%
106 | CC(C)(C)OC(=O)N1CCC(c2c(C(=O)NCc3ccccc3)cnn2-c2cccc(F)c2)CC1 | 14%
107 | O=C(OCc1cn([C@@H]2CN(CC3CCCCC3)[C@@H](c3ccc(Cl)cc3)C[C@H]2O)nn1)c1ccccc1 | -7%
108 | CCOc1ccc(NC(=O)CCc2nc3cccnc3n2-c2ccccc2)cc1 | -15%
109 | COc1ccc(N2CCN(C(=O)CCC(=O)N3CC(C)Oc4ccc(C)cc43)CC2)cc1 (stereo not given) | 4%
110 | CCOCCCn1c(=N)c(S(=O)(=O)c2ccc(C)cc2)cc2c(=O)n3ccccc3nc21 | -11%
111 | O=C(O)/C=C/c1cn(-c2ccccc2)nc1-c1cc2ccccc2o1 | 16%
112 | CCOc1ccccc1CN1CCc2nc(N3CCN(c4ccccc4F)CC3)ncc2C1 | -4%
113 | CC(=O)c1ccc(N2CCN(C(=O)CCc3nnc4n(C)c(=O)c5sccc5n34)CC2)cc1 | -2%
114 | OC(CNc1ncnc2sccc12)c1ccccc1 (stereo not given) | -5%
115 | COc1ccc(-c2cc(C(=O)Nc3ccn(Cc4ccc(C)cc4)n3)no2)cc1OC | -3%
116 | C[C@@H]1Cn2cnc(C(=O)Nc3ccc(CNC(=O)OC(C)(C)C)cc3)c2C(=O)N1 | -6%
117 | O=C(COc1ccc(F)cc1)Nc1ccc(Cl)c(-c2nc3ccccc3[nH]2)c1 | -18%

# Screens: PubChem, National Center for Advancing Translational Sciences (NCATS)

# The list is partial; count on the stated rates, not on these rows.
